A-T KAP1 phos: qHTS Assay for Identifying a Potential Treatment of Ataxia-Telangiectasia; […] A-T fibroblasts, KAP-1 phosphorylation AlphaLISA; neocarzinostatin DNA damage 30 min before lysis; Potency, µM (top dose mostly 57.5 µM), inactives show at the top dose activation, actives largely listed as activators; hit rate 0.19% among 320,000; also: potency is read from the fitted curve at half-maximal effect; % of control where 0% means no effect; nearly all actives have a fitted effect of over 45% in size
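hTERT-immortalized A-T patient fibroblasts ([…]), 500 cells/well in OPTI-MEM, 1% FBS, got compounds for 60 min, then NCS for 30 min at 37C. Lysates were then assayed for phospho-KAP-1 by AlphaLISA (anti-pKAP1 donor, anti-KAP1 acceptor beads), 6 hr at 25C.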
GALK inhibitor: qHTS Assay for Inhibitors of Human Galactokinase (GALK); P51570; Purified GALK, Kinase-Glo residual ATP luminescence; Potency, µM (titrated, usually from 57.5 µM), for the others: top-dose activity change, negative = inhibition, hits mostly inhibitors; hit rate 0.007% among 270,000; AID 1868, 2009; also: potency is read from the fitted curve at half-maximal effect; % is scaled to controls: 0 for no effect and ±100 for the full control effect
Target sequence (P51570 whole entry, looked up): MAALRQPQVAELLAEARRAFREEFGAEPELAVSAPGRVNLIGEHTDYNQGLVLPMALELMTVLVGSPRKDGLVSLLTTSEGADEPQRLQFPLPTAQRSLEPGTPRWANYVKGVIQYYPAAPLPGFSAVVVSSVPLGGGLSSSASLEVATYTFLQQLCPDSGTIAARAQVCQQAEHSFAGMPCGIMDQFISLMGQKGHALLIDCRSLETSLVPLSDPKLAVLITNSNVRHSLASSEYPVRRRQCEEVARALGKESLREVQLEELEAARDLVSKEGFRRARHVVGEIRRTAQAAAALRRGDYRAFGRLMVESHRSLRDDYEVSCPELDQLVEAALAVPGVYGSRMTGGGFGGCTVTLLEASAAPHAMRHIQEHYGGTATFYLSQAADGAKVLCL
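Kinase-Glo Plus luminescence measured ATP left after a 1 h room-temperature reaction. The reaction used 5 nM GALK, 100 uM galactose and 35 uM ATP at pH 8.0 (20 mM HEPES, 5 mM MgCl2, 60 mM NaCl, 1 mM DTT, 0.01% BSA).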
KCNH2 WT inh: qHTS for Inhibitors of KCHN2 3.1: Wildtype qHTS | hit rate 0.37% among 340,000 | AID 720551, 2013 | Voltage-gated inwardly rectifying potassium channel KCNH2 (Homo sapiens), Q12809 | U2OS, BacMam KCNH2, thallium flux FluxOr; active compounds read low | activity change, % at 1.84 µM;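 active = maximum activity change below -70%; inconclusive = maximum activity change between -70% and -50%; inactive = maximum activity change above -50%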; also: % is scaled to controls: 0 for no effect and ±100 for the full control effect
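U2OS cells were transduced with wild-type KCNH2 virus (2.03 x 10^8 / mL) for 4 h at room temperature, then cultured overnight at 37 C. Thallium flux was read with FluxOr dye. Rate constants were normalized to DMSO controls.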
Chronic BCR inh: qHTS Assay to Find Inhibitors of Chronic Active B-Cell Receptor Signaling. ABC-DLBCL IkBa-CBG/CBR reporter, luminescence ratio, 4 h. hit rate 0.05% among 340,000. Potency, µM (series often up to 46.1 µM), for the others: at the top dose ratio change, negative = lower green/red ratio, usual class: inhibitors. AID 493014, 2011; active = well fitted inhibition curve with a large enough effect in the signal ratio, with a control signal flat, not every such curve was filed as active; inconclusive = small, poorly fitted or top-dose-only effect, or effect the other way, or a change in a side signal; the % refers to the signal ratio;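 also: potency is read from the fitted curve at half-maximal effect; plate controls were basal doxycycline-induced cells for no effect and cells given 10 µM MG132 for full effect; MG132 reads +100%, hits lower the ratio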
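Cell line TMD8 (human ABC DLBCL), stably expressing tet-inducible CBG68-IkBa fusion and CBR; IMDM/0.5% FBS; cpd up to 46 uM; dox induction, 4 h, 37C/5% CO2; dual luminescence; green/red ratio; MG132 control.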
TSHR antag: Antagonists of the Thyroid Stimulating Hormone Receptor: HTS campaign; Thyrotropin receptor (Homo sapiens), P16473; TSHR-expressing cells, TSH-stimulated cAMP HTRF, 2 h; active compounds read low; activity change, negative = inhibition, % at 11.5 µM; hit rate 0.2% among 330,000;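 active = activity change below a set negative limit, meaning inhibition stronger than a set level, cut at about -70% in these data; inconclusive = activity change between two set negative limits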; also: % is scaled to controls: 0 for no effect and ±100 for the full control effect
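Freshly harvested TSHR cells receive pin-tooled compound, then EC80 TSH at 4nM final. After 2 hours at 37 deg C, antibody in lysis buffer and cAMP-d2 are added; 30 minutes at ambient temperature precede the HTRF read.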
TCR activator: Activators of T cell receptors: qHTS campaign; Potency, µM (highest dose often 9.22 µM), inactives show at the highest dose activation of IL-2 secretion, actives largely listed as activators; primary human leukocytes, anti-CD3, IL-2 HTRF, 48 h; 330,000 tested, under 10 active; also: % of control where 0% means no effect
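Primary human leukocytes were stimulated with a-CD3 beads plus compounds for 48 hr without co-stimulation; secreted IL-2 was quantified by HTRF using a-IL-2-K (europium cryptate) and a-IL-2-d2, excited at 320nm with acceptor emission read at 665nm.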
MLL CXXC-DNA inh: qHTS Fluorescence Polarization Assay for Inhibitors of MLL CXXC domain - DNA interaction; hit rate 0.037% among 290,000; Potency, µM (series often up to 115 µM), inactives show top-dose activity change, negative = inhibition, usual class: inhibitors; MLL-CXXC / FITC-HOXA9 DNA fluorescence polarization; Histone-lysine N-methyltransferase 2A (Homo sapiens), Q03164; active = well fitted inhibition curve with a large enough effect in the polarisation, with a control signal flat, not every such curve was filed as active; inconclusive = small, poorly fitted or top-dose-only effect, or effect the other way, or a change in a side signal; inactive = no such curve, though single readings can be large or run the other way; the % refers to the polarisation; also: potency is read from the fitted curve at half-maximal effect
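Steps: dispense CXXC domain solution (7 uM) → pin compounds or unlabeled HOX-A9 DNA control → 5 min ambient → add FLSN-HOX-A9 solution (50 nM) → spin → 30 min ambient → fluorescence polarization. Tris pH 7.5/NaCl/DTT/BSA buffer.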
Tb PFK block: qHTS Assay to Find Inhibitors of T. brucei phosphofructokinase; ATP-dependent 6-phosphofructokinase (Trypanosoma brucei brucei), O15648; T. brucei PFK, ADP-Glo luminescence; Potency, µM (titrated, usually from 57.5 µM), without a hit: at the top dose activity, negative = inhibition, hits mostly inhibitors; hit rate 0.17% among 330,000;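 also: potency is read from the fitted curve at half-maximal effect; 0% = uninhibited 1x PFK enzyme wells and -100% = no-enzyme wells; nearly all actives have a fitted effect of over 60% in size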
Target sequence (O15648 whole entry, looked up): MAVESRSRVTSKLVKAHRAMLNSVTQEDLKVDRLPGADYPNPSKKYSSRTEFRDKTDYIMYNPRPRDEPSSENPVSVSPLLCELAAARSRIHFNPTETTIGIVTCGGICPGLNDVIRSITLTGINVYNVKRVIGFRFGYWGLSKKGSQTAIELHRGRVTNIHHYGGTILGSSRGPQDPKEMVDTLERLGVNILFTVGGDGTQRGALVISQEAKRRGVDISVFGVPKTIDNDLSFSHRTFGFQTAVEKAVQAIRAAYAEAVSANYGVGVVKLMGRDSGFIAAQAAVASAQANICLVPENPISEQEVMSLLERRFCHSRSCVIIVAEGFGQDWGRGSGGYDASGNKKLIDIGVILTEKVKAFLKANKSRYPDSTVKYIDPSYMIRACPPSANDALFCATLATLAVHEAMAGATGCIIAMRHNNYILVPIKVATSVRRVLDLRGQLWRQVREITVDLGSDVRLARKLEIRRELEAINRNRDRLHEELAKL
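Luminescent ADP detection (ADP-Glo, two-step: ATP depletion then ADP-to-ATP conversion for luciferase) reported PFK activity after 45 min room-temperature reaction of 1.25 nM enzyme with 0.5 mM F6P and 0.1 mM ATP at pH 8.0.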
Coupling enz: qHTS Assay for Inhibitors of Fructose-1,6-bisphosphate Aldolase from Giardia Lamblia: Coupling assay counterscreen. coupling enzyme system counterscreen, AmpLite Red fluorescence. activity change, negative = inhibition, % at 58.2 µM, hits read low. hit rate 0.67% among 290,000; in the data active = activity change below about -30%; also: % is scaled to controls: 0 for no effect and ±100 for the full control effect
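Compounds tested against the coupling enzymes alone at 57.5 uM final; readout was AmpLite Red fluorescence (525/598 nm) after 20 min at RT.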
Giardia killer: Small Molecules that selectively kill Giardia lamblia: qHTS | Giardia lamblia trophozoite viability | activity change, % at 7.66 µM, hits read low | hit rate 0.15% among 340,000 | AID 540267, 2011; in the data active = activity change below about -80%; inconclusive = between about -30% and that limit;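 also: parasites exposed to compound for two days anaerobically before the ATP read; % is scaled to controls: 0 for no effect and ±100 for the full control effect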
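Giardia lamblia trophozoites (100 cells/well) were incubated with compounds for 48 h at 37 deg C under anaerobic conditions. Viability was read as ATP content by one-step luminescence after 15-30 min at room temperature.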
Starred values were filed as active, the others as inactive; ? = inconclusive; / = no result given; [ ] = another dose, or the depositor's remark. Unless noted, calls follow the shape of the dose curve; as a rule, active = well fitted curve in the direction sought with a large enough effect; inconclusive = small, poorly fitted or top-dose-only effect, or another doubt; inactive = no such curve, though single readings can be large; an effect the other way counts as inactive or inconclusive. No enrichment for hits; about 1.6% have a hit in one of these screens.

SMILES	A-T KAP1 phos	GALK inhibitor	KCNH2 WT inh	Chronic BCR inh	TSHR antag	TCR activator	MLL CXXC-DNA inh	Tb PFK block	Coupling enz	Giardia killer
c1ccc(C2c3[nH]c4ccccc4c3CCN2Cc2cccn2-c2ccccn2)nc1 (stereo not drawn)	46%	1%	-43	?	15	-6%	1%	5%	-13	-21
COc1ccc(CNS(=O)(=O)CCNC(=O)c2ccc(OC)cc2)cc1	21%	/	-7	?	7	0%	/	12%	/	-11
COc1cc(/C=C/C(=O)OCC(=O)NC(=O)NC(C)C)ccc1OCC#N	7%	2%	2	-5%	-3	2%[46.1 µM]	-5%	-1%	-2	-2
O=C(Cc1csc(Nc2nc(=S)[nH]c3ccccc23)n1)NCCCN1CCN(c2cccc(Cl)c2)CC1	2%	-1%	6	20%	-10	-1%	33%[activator]	-5%	0	-5
NNc1nnc2c3cc(F)ccc3n(Cc3ccccc3)c2n1	-6%	3%	6	1%	-1	-7%	3%	-5%	2	2
O=C(O)CC(c1ccccc1F)N1Cc2ccccc2C1=O (stereo not drawn)	0%	8%	-2	-1%	-2	-3%	3%	2%	6	5
O=C1c2ccc3c4c(ccc(c24)C(=O)N1c1ccc2ccccc2c1)CC3	7%	-6%	-11	14%	20	/	14%	1%	0	-8
COc1ccccc1/C=C1\SC(=O)N(CCC(=O)NCCCn2ccnc2)C1=O	-2%	-2%	-10	?	25	-7%	25%	7%	/	3
Cc1cccc(OCc2nnc(SCc3cc(=O)n4cc(Br)ccc4n3)o2)c1	1%	5%	24	1%	-2	1%	1%	-5%	5	-4
C/C(=N\Nc1ccc(F)cc1)c1ccc(N2CCOCC2)c(F)c1	-3%	/	-1	-1%	2	6%	3%	2%	-6	-10
CC(=O)Nc1cccc(NC(=O)c2ccc3[nH]c(C)c(C)c3c2)c1	2%	0%	-1	?	6	9%	34%[activator]	0%	-11	6
O=C1c2cc(O)c(O)cc2S(=O)(=O)C1c1ccccc1 (stereo not drawn)	4%	/	-2	2%	0	-2%	/	?	/	-11
O=C(Cn1cccn1)c1ccccc1	-5%	6%	20	-6%	2	-5%	5%	0%	0	-7
Cc1sc2ncnc(SCC(=O)c3ccc(O)cc3O)c2c1C	41%	-3%	3	2%	7	1%	24%	1%	3	-18
O=C(COC(=O)Cc1ccc(F)cc1)Nc1cc(S(=O)(=O)N2CCOCC2)ccc1N1CCCC1	1%	0%	3	-7%	6	2%[46.1 µM]	-3%	2%	1	-10
COc1ccc(N2CCN(Cc3nc4ccccc4n3C)CC2)cc1	-13%	3%	-1	0%	2	0%[46.1 µM]	-10%	2%	0	11
Cn1c(=O)n(CCc2ccccc2)c(=O)c2c1nc1n2CCN1Cc1ccco1	-1%	-1%	4	?	-12	-3%	1%	2%	-3	8
COCCSc1nc2c(c(=O)[nH]c(=O)n2C)n1CCCc1ccccc1	-26%	2%	-9	-3%	14	1%	-7%	?	-2	29
CCOC(=O)c1c(C)[nH]c(C)c1S(=O)(=O)N(C)CC(=O)NCc1ccc(F)cc1	-3%	2%	-8	0%	5	0%	-1%	1%	0	10
CC(C)(C)c1ccc(NC(=O)COC(=O)c2ccc([N+](=O)[O-])s2)cc1	-2%	3%	-3	-1%	25	-2%[46.1 µM]	4%	-15%	1	13
C/C(=N\NC(=O)c1ccc(CSc2cccc3cccnc23)cc1)C1CCCCC1	-9%	1%	1	-2%	2	-2%[46.1 µM]	14%	3%	0	-4
COc1ccc(S(=O)(=O)N2CCOCC2)cc1NC(=O)CSc1cccc[n+]1[O-]	6%	5%	7	?	13	4%	-6%	-8%	1	1
COc1cccc(NC(=O)c2ccccc2-c2nc(-c3ccc(Cl)cc3)no2)c1	9%	-2%	-15	1%	-19	-1%	-3%	2%	-3	-6
CN(CC(=O)Nc1ccc(OC(F)(F)F)cc1)C(=O)/C=C/c1ccco1	7%	/	19	-4%	/	0%	/	-16%	/	?
C/C(=N\NS(=O)(=O)c1ccc(Cl)cc1)c1ccc(NC(=O)c2ccco2)cc1	7%	0%	-23	?	8	1%[46.1 µM]	-6%	-5%	2	-15

In the list so far, these contain an aryl methoxy group.
SMILES	A-T KAP1 phos	GALK inhibitor	KCNH2 WT inh	Chronic BCR inh	TSHR antag	TCR activator	MLL CXXC-DNA inh	Tb PFK block	Coupling enz	Giardia killer
COc1ccc(CNS(=O)(=O)CCNC(=O)c2ccc(OC)cc2)cc1	21%	/	-7	?	7	0%	/	12%	/	-11
COc1cc(/C=C/C(=O)OCC(=O)NC(=O)NC(C)C)ccc1OCC#N	7%	2%	2	-5%	-3	2%[46.1 µM]	-5%	-1%	-2	-2
COc1ccccc1/C=C1\SC(=O)N(CCC(=O)NCCCn2ccnc2)C1=O	-2%	-2%	-10	?	25	-7%	25%	7%	/	3
COc1ccc(N2CCN(Cc3nc4ccccc4n3C)CC2)cc1	-13%	3%	-1	0%	2	0%[46.1 µM]	-10%	2%	0	11
COc1ccc(S(=O)(=O)N2CCOCC2)cc1NC(=O)CSc1cccc[n+]1[O-]	6%	5%	7	?	13	4%	-6%	-8%	1	1
COc1cccc(NC(=O)c2ccccc2-c2nc(-c3ccc(Cl)cc3)no2)c1	9%	-2%	-15	1%	-19	-1%	-3%	2%	-3	-6

Further records:
SMILES	A-T KAP1 phos	GALK inhibitor	KCNH2 WT inh	Chronic BCR inh	TSHR antag	TCR activator	MLL CXXC-DNA inh	Tb PFK block	Coupling enz	Giardia killer
CC(C)CN1C(=O)c2ccc(NC(=O)C3CC3)cc2C1=O	-3%	-3%	-8	-1%	-3	5%	-12%	0%	1	5
N#Cc1cnn2c(N)c(-c3ccc(Cl)cc3)cnc12	-1%	7%	-7	3%	0	-1%	27%	0%	1	-8
CCOc1ccc(Nc2cc(C)nc3nc(C)nn23)cc1	21%	/	3	?	18	-2%	-14%	1%	0	?
CCc1nc2ccccc2c(=O)n1NC(=O)c1c(O)c2cccc3c2n(c1=O)CCC3	/	2%	-11	/	/	4%	-7%	/	6	-13
C/C(=N\O)c1sc(-c2ccccc2)nc1C	2%	10%	1	-24%	-2	4%	-2%	6%	0	-18
NC(=O)NC(=O)COC(=O)[C@H](Cc1ccccc1)NC(=O)c1cccs1	-2%	1%	20	8%	14	9%	7%	1%	-3	15
CNC(=S)NNC(=O)c1cccn(Cc2ccc(Cl)c(Cl)c2)c1=O	0%	-4%	3	?	7	-3%	8%	8.5µM*	-4	-9
CC(=O)c1ccc(NC(=O)C2CCCN2S(=O)(=O)c2ccc(F)cc2)cc1 (stereo not drawn)	6%	3%	-5	4%	-2	3%	4%	5%	0	3
Cn1c(=O)[nH]c(=O)c2c1nc1n2CCN1Cc1ccccc1	-1%	-1%	-3	3%	-3	1%	-4%	-2%	-2	-8
COc1ccc(-c2nc(C#N)c(NCCc3ccccc3)o2)cc1	6%	-1%	-5	?	-21	5%[46.1 µM]	2%	-3%	0	-10
Cc1ccc(CNC(=O)CCC2CCCN(Cc3cccc4c3OCO4)C2)o1 (stereo not drawn)	-12%	-1%	42	-16%	0	0%	-13%	1%	0	22
O=C(c1ccc(NC2=NC3CS(=O)(=O)CC3S2)cc1)N1CCc2ccccc2C1 (stereo not drawn)	5%	4%	-3	-9%	-7	3%	-1%	-2%	-2	16
O=C(NCCN1C(=O)S/C(=C\c2cccnc2)C1=O)c1cccc(OC(F)F)c1	1%	-1%	40	?	-4	2%[46.1 µM]	-5%	-2%	-3	-4

High-throughput results: PubChem, National Center for Advancing Translational Sciences (NCATS)
